Large T inhibition: SV40 large T antigen inhibitors, biochemical (AID 1903) | SV40 large T antigen ATPase/helicase inhibition assay; higher % means a stronger effect | inhibition, % at 20 µM; hits with a dose series show IC50 in µM | 310,000 tested, 0.39% active; in the data active = a potency from the dose series; inconclusive = inhibition mostly from about 32% at the one dose, without a potency; inactive = the rest, 99 in 100 with inhibition below about 32%; note: strong numbers were not always called active
MgcRacGAP inhibition: MgcRacGAP GTPase-activating activity inhibitors, confirmation, biochemical, ADP Hunter fluorescence | 340,000 tested, 0.6% active | inhibition, % at 30 µM, or IC50 in µM where a hit was titrated | MgcRacGAP-stimulated Rac1 GTP hydrolysis, ADP Hunter fluorescence; higher % means a stronger effect; GST-tagged Rac1 F28L mutant substrate;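 active = first-screen hits whose inhibition reached a set limit at any dose in the follow-up dose series; inconclusive = inhibition above the set first-screen limit but never retested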;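 note: fluorescence reports GDP produced by GAP-driven GTP hydrolysis; strong numbers were not always called active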
West Nile virus CPE: West Nile virus antiviral activity, cell-based, CPE readout (AID 1621); one-dose CPE inhibition, % at 10 µM; IC50 in µM for titrated hits; 290,000 tested, 0.02% active; West Nile virus-infected cells, CPE inhibition; higher % means a stronger effect; in the data active = a potency from the dose series; inconclusive = CPE inhibition mostly from about 3.7% at the one dose, without a potency; inactive = the rest, 99 in 100 with CPE inhibition below about 2.2%; note: strong numbers were not always called active
T cell HTS: modulates CD8 T cell binding to vesicles; 2C CD8+ T cell-vesicle binding, flow cytometry; stronger effect = lower value; calls only at 7 µM; 330,000 tested, 0.068% active;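 active = response, share of CD8 T cells binding vesicles, and their 90th percentile fluorescence all below set limits, cut at about 80% in these data, passing the limit was not always enough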
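Test system: purified 2C TCR transgenic mouse naive CD8+ T cells. Probe or stimulus: QL9-peptide-loaded Drosophila micro-vesicles bearing Ld, ICAM-1 and B7-1. Incubation: binding step 1.5 h, 37 °C, antibody labelling 20 min, ice. Measured by: flow cytometry of vesicle-bound cells.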
UTI89 phage lysis: protection from phage-mediated lysis, alamar blue read-out – E. coli UTI89, K1F phage, bacterial capsule biogenesis inhibitors (AID 488966). 340,000 tested, 0.02% active. inhibition, % at 100 µM, or IC50 in µM where a hit was titrated. E. coli UTI89 K1F phage lysis, alamar blue, 2 h; higher % means a stronger effect;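 active = phage lysis inhibition, versus mean bacterial control, above a set limit; inconclusive = no clear call, values can overlap the other calls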;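 note: capsule biogenesis inhibitors block K1F phage lysis so surviving cells raise fluorescence; higher fluorescence means more inhibition of phage lysis; actives were called in the ten point dose series up to 300 µM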
NTR1 ag: agonists of NTR1, primary screen, imaging, U2OS cells, beta-arrestin-GFP, high content (AID 493036); activation, % at 20 µM; 330,000 tested, 0.17% active; NTR1-U2OS beta-arrestin-GFP spot imaging, agonist mode;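 active = activation at or above 40% of the spot to cytoplasm intensity ratio, with at least 20 cells analyzed; inconclusive = wells under 20 cells, flagged as cytotoxic or low count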;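 note: 0% = DMSO without peptide and 100% = 100 nM NTR1 peptide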
Target sequence (P30989 whole entry, looked up): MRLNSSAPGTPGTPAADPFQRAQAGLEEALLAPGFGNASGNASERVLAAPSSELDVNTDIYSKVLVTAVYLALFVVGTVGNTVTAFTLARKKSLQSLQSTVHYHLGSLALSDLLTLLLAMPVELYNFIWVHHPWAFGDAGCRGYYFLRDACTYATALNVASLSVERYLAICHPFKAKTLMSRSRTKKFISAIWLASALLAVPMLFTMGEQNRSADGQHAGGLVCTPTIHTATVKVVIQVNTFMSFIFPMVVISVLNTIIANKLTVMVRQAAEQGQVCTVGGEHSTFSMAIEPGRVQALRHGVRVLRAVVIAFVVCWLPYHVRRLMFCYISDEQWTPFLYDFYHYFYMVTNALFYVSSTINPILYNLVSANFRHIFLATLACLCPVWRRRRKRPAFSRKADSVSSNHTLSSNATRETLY
NS5 inhibitors: Dengue-2 NS5 methyltransferase inhibitors, primary screen, biochemical, confirmation dose response (AID 588689) | 340,000 tested, 0.3% active | one-dose inhibition, % at 25 µM; IC50 in µM for titrated hits | Dengue-2 NS5 methyltransferase capping enzyme assay, biochemical; higher % means a stronger effect; in the data active = a potency from the dose series; inconclusive = inhibition above about 29% without an active follow-up result
RSV CPE inhibition: RSV antiviral activity via CPE protection, HEp-2 cells, primary 10 µM value included (AID 2391) | HEp-2 cells, RSV-induced CPE inhibition; higher % means a stronger effect | CPE inhibition, % at 10 µM, or IC50 in µM where a hit was titrated | 310,000 tested, 0.13% active; in the data active = a potency from the dose series; inconclusive = CPE inhibition mostly from about 23% at the one dose, without a potency; inactive = the rest, 99 in 100 with CPE inhibition below about 21%; note: strong numbers were not always called active
Salmonella PhoP GFP: inhibitors of PhoP regulon expression, primary screen, Salmonella Typhimurium, GFP reporter (AID 1863). S. Typhimurium PhoP-regulated promoter GFP reporter, 4 h; higher % means a stronger effect. one-dose inhibition, % at 50 µM; IC50 in µM for titrated hits. 300,000 tested, 0.16% active;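 active = inhibition over 29.93%, a cutoff 3 SD above the screen mean, later confirmed by dose response; inconclusive = inhibition over 29.93% but no dose response follow-up; inactive = inhibition at most 29.93% or unconfirmed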;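 note: 0% = low Mg2+ inducing control and 100% = high Mg2+ repressing control; strong numbers were not always called active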
T cell HTS vesicle-bound %: further read-out of T cell HTS, marked with its call; double positive events, %; measured here: CD8+ vesicle-bound cell fraction;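 binding gate set so that unloaded-vesicle control wells show 10% double positive cells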
NTR1 ag cell count 20 µM: recorded beside NTR1 ag, whose call it bears; cell count; measured here: cell count, cytotoxicity flag
The depositor's hits bear a star; i = inactive; ? = inconclusive; nt = not tested or not shown; [ ] = dose if it differs, or a comment. The order is random; 1.5% or so of the library scored in one or more.

nr	SMILES	Large T inhibition	MgcRacGAP inhibition	West Nile virus CPE	T cell HTS	T cell HTS vesicle-bound %	UTI89 phage lysis	NTR1 ag	NTR1 ag cell count 20 µM	NS5 inhibitors	RSV CPE inhibition	Salmonella PhoP GFP
1	O=S(=O)(Nc1ccc(OC(F)F)cc1)c1ccc(-c2ccon2)s1	10%	1%	-0.2%	i	30	-0.1%	0.9	49	1%	0.3%	-5%
2	COC(=O)c1ccc(Cn2nnc3c(=O)[nH]c(C4CCCN(S(=O)(=O)c5ccccc5)C4)nc32)cc1 (centres undefined)	5%	1%	0.2%	i	8	0.1%	3.6	52	-2%	1.6%	3%
3	CC1CC(OC(=O)CN2CCCCC2)CC(C)(C)C1 (centres undefined)	10%	nt	0.2%	i	37	nt	-0.9	45	nt	nt	-12%
4	Cc1cccc(NC(=O)c2ccc(OCC3CCCO3)cc2)c1C (centres undefined)	6%	-1%	0.0%	i	32	1.3%	-0.2	53	0%	5.4%	-2%
5	NS(=O)(=O)c1ccc(N/N=C/c2ccccn2)c([N+](=O)[O-])c1	9%	3%	0.1%	i	22	-0.1%	0.5	40	-2%	0.3%	1%
6	CCC(=O)Nc1ccc(N2CCC(C)CC2)cc1	19%	23%	-0.2%	i	18	0.2%	-1.0	48	0%	1.0%	-4%
7	COc1cccc(/C=N/NC(=O)c2ccc(OCc3cccc(Br)c3)cc2)c1	0%	6%	-0.2%	i	17	2.8%	0.9	78	-2%	8.3%	-13%
8	NC(=O)C1(N2CCCCC2)CCN(c2nc(-c3ccccc3)cs2)CC1	4%	7%	-0.2%	i	28	0.2%	2.6	53	1%	11%	-1%
9	CCC1CCCCN1CC(=O)c1c(C)[nH]c2ccccc12 (centres undefined)	4%	-1%	-0.2%	i	52	0.1%	-1.3	33	-11%	2.3%	-12%
10	O=C(Nc1ccncc1)C1CCN(S(=O)(=O)c2ccccc2)CC1	13%	6%	nt	i	14	2.0%[50 µM]	0.8	60	-7%	-0.5%	12%
11	COc1ccccc1-c1cc(C(=O)N2CCCc3ccccc32)no1	8%	5%	-1.2%	i	5	-0.3%[50 µM]	0.5	63	-4%	13%	-13%
12	CCC(Oc1cc(Cl)ccc1Cl)C(=O)N1CCCN(C)CC1 (centres undefined)	2%	6%	-0.3%	i	10	-0.1%	-0.1	56	3%	0.6%	-1%
13	COc1ccc(C(=O)Nc2ccc3ccccc3n2)cc1OC	26%	9%	-0.8%	i	52	1.1%	0.9	56	5%	3.6%	-4%
14	Cc1cccc(N2CCC(NCc3c(C(=O)N4CCCCC4)nc4c(C)cccn34)CC2)c1	5%	-9%	-0.8%	i	52	4.2%	1.5	32	-1%	-0.6%	6%
15	Cn1nnnc1N=N/C(=N/Nc1ccccc1)c1ccccc1	14%	9%	-1.2%	i	50	1.4%	4.0	43	2%	-2.3%	-2%
16	O=C(O)c1ccc(SCc2ccccc2)nc1	4%	1%	nt	i	28	2.0%	2.4	68	-5%	2.5%	nt
17	Cc1ccc(N2CC(C(=O)Nc3nnc(SCCC4OCCO4)s3)CC2=O)cc1 (centres undefined)	9%	10%	-0.1%	i	69	0.0%	-0.7	57	-12%	1.8%	-4%
18	COc1ccc(N2CCN(CCCNC(=S)Nc3c(C)cccc3C)CC2)cc1	23%	21%	-1.1%	i	37	1.0%[50 µM]	-0.6	74	0%	-1.6%	0%
19	O=C(Nc1ccc(S(=O)(=O)Nc2nccs2)cc1)c1ccc(=O)[nH]c1	6%	8%	-0.1%	i	58	0.2%	0.1	73	-39%	1.9%	3%
20	CCOC(=O)c1ccc(NC(=S)Nc2cccc(N)n2)cc1	14%	20%	0.6%	i	32	-0.5%	2.8	57	4%	11%	-2%
21	CCOC(=O)c1cc(-c2ccccc2C)n(CC2CC(c3cccc([N+](=O)[O-])c3)=NO2)n1 (centres undefined)	7%	2%	nt	i	49	0.6%	5.2	96	-4%	0.8%	11%
22	CCOC(=O)c1c(-c2cccs2)csc1NC(=O)c1ccco1	7%	3%	0.1%	i	18	0.4%	-3.1	95	-5%	-0.3%	-1%
23	CCc1ccccc1NC(=O)C1CCN(c2cnccn2)CC1	17%	6%	-0.2%	i	34	0.1%	-0.1	63	-2%	1.9%	4%
24	Cc1ccc(NC(=O)Nc2cnccn2)cc1C	20%	11%	-0.2%	i	36	-0.3%	0.4	69	-6%	15%	-9%
25	O=c1oc(-c2ccccc2)nc2sc3c(c12)CCC3	10%	13%	-0.8%	i	30	0.1%	1.6	93	-4%	6.3%	-1%
26	COc1ccc2oc(C(=O)OCC(=O)Nc3ccccc3)c(C)c2c1	2%	7%	0.1%	i	64	0.1%	2.0	57	-3%	1.5%	-2%
27	CCCN(CC1CC1)C(=S)NC(=O)c1cc(Br)ccc1Cl	nt	-2%	nt	nt	nt	-0.4%[50 µM]	0.0	51	-10%	nt	nt
28	COc1ccc(NC(=O)CCCN2C(=O)C3CC=CCC3C2=O)cc1 (centres undefined)	9%	6%	0.4%	i	62	0.2%	0.1	68	1%	8.8%	-5%
29	O=C(OCC(=O)N1CCCc2ccccc21)c1ccc(Cl)nc1	2%	9%	-0.2%	i	3	0.3%	-1.9	73	-2%	0.6%	2%
30	Cc1ccc(NC(=O)CCC(=O)NNC(=O)c2ccccc2)c(C)c1	2%	6%	-0.2%	i	57	-0.4%	0.2	49	1%	0.5%	11%
31	CC(C)CCn1c(CN2CCOCC2)nc2c1c(=O)n(C)c(=O)n2C	21%	10%	-0.3%	i	20	0.8%	0.7	79	-5%	1.5%	7%
32	CCOC(=O)c1sc(C)c2c1NC1(CCCCCC1)NC2=O	16%	1%	-0.2%	i	40	3.1%	2.5	63	-5%	2.2%	-8%
33	O=C(NNC(=O)c1sccc1-n1cccc1)c1ccc(Cl)cc1	3%	-3%	0.9%	i	27	0.5%	-0.6	62	-3%	1.3%	-4%
34	O=c1[nH]nc(SCc2nc3ccccc3s2)n1C1CC1	11%	7%	0.2%	i	32	0.1%	1.9	66	-5%	0.2%	-7%
35	O=C(OCc1cc(Cl)cc2c1OCOC2)c1cccnc1Cl	nt	8%	nt	i	46	-0.5%	0.0	50	3%	nt	nt
36	COc1cccc(-c2cc(C(=O)N3C(C)CCCC3C)no2)c1 (centres undefined)	20%	6%	-0.4%	i	39	4.6%	0.3	59	-10%	0.8%	-7%
37	COC(=O)CN1C(=S)N(c2ccc(F)cc2)C(=O)C1CC(=O)Nc1ccccc1 (centres undefined)	7%	2%	0.4%	i	62	2.6%	1.1	57	-3%	3.3%	-4%
38	C=CCOc1ccc(C(=O)O)cc1Cl	10%	5%	-0.4%	i	12	-1.4%	-1.1	95	0%	4.7%	-14%
39	CCC(=O)NC(=S)Nc1ccc(NC(=O)c2cc3ccccc3o2)c(OC)c1	20%	nt	0.7%	i	40	nt	0.0	79	nt	1.0%	6%
40	CCOC(=O)C1(Cc2cccc(OC)c2)CCN(Cc2cccc(OC)c2O)CC1	2%	5%	-1.5%	i	22	0.2%	-1.2	39	-3%	6.7%	6%
41	CCOC(=O)CCC(=O)c1c(C)oc2ccc(OC)cc12	1%	12%	1.1%	i	19	-0.2%	-0.5	57	nt	0.8%	-1%
42	CC(C)(C)OC(=O)C[C@H]1C/C=C\C[C@@H](CC(=O)N(CCO)Cc2ccccc2)C(=O)N2CCC[C@H]2COC1=O	nt	-2%	nt	i	21	-0.3%	1.2	54	5%	nt	nt
43	c1ccc(Cc2nn3c(COc4ccccc4)nnc3s2)cc1	8%	7%	-0.5%	i	12	2.4%	2.9	63	3%	4.6%	0%
44	c1csc(Cc2nc(-c3ccc(-n4cccc4)cc3)no2)c1	nt	3%	0.1%	i	40	0.6%	-0.7	39	-4%	2.9%	nt
45	O=C(CN1C(=O)/C(=C/c2ccco2)SC1=S)NC1CCS(=O)(=O)C1 (centres undefined)	85µM*	?	0.1%	i	2	0.8%	-1.1	60	50%	-0.5%	-6%
46	CCSc1nnc(NC(=O)CSc2nccn2-c2cc(C)cc(C)c2)s1	9%	nt	-0.2%	i	59	nt	0.2	47	nt	3.5%	8%
47	CSC(=NC#N)N1CCN(C(=NC#N)SC)CC1	-2%	3%	-0.4%	i	51	-1.7%	-0.3	41	0%	2.5%	-4%
48	CC(=O)Nc1ccc(NC(=O)CSc2nnnn2-c2ccc3c(c2)OCCO3)cc1	3%	-7%	-0.6%	i	34	-0.2%	4.5	110	0%	1.2%	1%
49	COc1ccccc1NC(=O)c1c(C)nc2ccccc2c1C(=O)O	10%	10%	0.1%	i	47	0.1%	1.5	74	-10%	0.3%	6%
50	Cn1c(-c2sc3cc(C(F)(F)F)cnc3c2-c2ccccn2)n[nH]c1=S	14%	nt	-0.3%	i	50	nt	-0.3	32	nt	-1.0%	-8%
51	CCCCCC(=O)Nc1sc(C)c(C)c1C#N	22%	-16%	-1.1%	i	0	0.0%[50 µM]	3.8	70	3%	4.3%	-1%
52	O=C1N(CN2CCC3(CC2)OCCO3)c2ccccc2C12OCCCO2	4%	2%	0.0%	i	59	5.9%	1.8	53	-10%	1.2%	-2%
53	CCOc1ccccc1Oc1coc2cc(OCC(=O)O)ccc2c1=O	28%	0%	-0.2%	i	46	0.3%	0.9	67	1%	0.8%	-5%
54	Cc1noc(C)c1COc1cccc(C(=O)Nc2ccc(C#N)cc2)c1	-1%	5%	-0.9%	i	28	-0.3%	2.7	90	1%	?	19%
55	Nc1nc(Br)c2c(F)cccc2c1-c1ccc(F)cc1	8%	3%	0.0%	i	29	7.0%	6.2	61	0%	1.3%	7%
56	O=C1CS(=O)(=O)N(Cc2cccc(F)c2)c2ccc(Br)cc21	nt	-3%	nt	i	17	0.5%	4.3	49	7%	8.3%	nt
57	Cc1ncc(CN2CCCC(C(=O)Nc3ccc(-c4cccc(F)c4)cc3)C2)s1 (centres undefined)	28%	7%	-0.9%	i	7	0.0%	1.1	44	1%	-0.8%	2%

Screening data (PubChem BioAssay)
